# HPDE-C7K KRASV12: viability loss of HPDE-C7K cells – cell-based, fluorescence, HTS, primary screen (AID 431); one-dose cytotoxicity, % at 10 µM; EC50 in µM for titrated hits; actives 1.7% (n = 63,000); HPDE-C7K KRASV12 cells, Alamar Blue viability, 48 h; higher % means a stronger effect;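 active means compounds whose percent cytotoxicity in the single-dose primary screen, scaled between solvent and toxic-drug controls, exceeds 50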;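 further: 0% = DMSO solvent wells and 100% = doxorubicin-treated wells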
# LYP inhibition: inhibition of human PTPN22 tyrosine phosphatase – biochemical, DiFMUP fluorescence, recombinant catalytic domain, 10 µM, primary screen (AID 606) | recombinant LYP catalytic domain, DiFMUP fluorescence; higher % means a stronger effect | one-dose inhibition, % at 10 µM; IC50 in µM for titrated hits | 52,000 tested, under 10 active;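 active means IC50 under 40 µM in the dose-response test; inactive means IC50 of 40 µM or more, or never dose-tested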
# DPM-DC inhibit: blocks S. pneumoniae diphosphomevalonate decarboxylase; actives 0.49% (n = 65,000); purified DPM-DC, PK/LDH coupled NADH fluorescence; AID 556; calls only at 10 µM;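 active means the 320 compounds with the highest percent inhibition in the single-dose primary screen, excluding strongly autofluorescent ones, cut at about 32% in these data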;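 further: kinetic rate of NADH fluorescence loss reporting ADP formed by the decarboxylase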
# HPDE-C7 cytotoxicity: HPDE-C7 pancreatic duct cell viability loss – fluorescence, HTS (AID 430). HPDE-C7 pancreatic duct cells viability, fluorescence; higher % means a stronger effect. one-dose cytotoxicity, % at 10 µM; EC50 in µM for titrated hits. actives 1.8% (n = 63,000);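 further: cells exposed to compound for 48 hours before viability readout; 0% = vehicle and 100% = reference cytotoxic drug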
# Spn PMK inh: blocks S. pneumoniae phosphomevalonate kinase; purified PMK, PK/LDH-coupled NADH absorbance 340 nm; inhibition, % at 10 µM; actives 0.49% (n = 65,000); AID 539;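 active means top-ranked compounds by inhibition in the single 10 µM screen, taking a fixed number of the strongest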;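 further: 0% = full reaction with DMSO carrier and 100% = background rate without enzyme reaction; no value below 0 was filed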
# TNAP inhibition: inhibition of tissue-nonspecific alkaline phosphatase – biochemical, luminescent (AID 518); purified TNAP enzyme, luminescent substrate readout; higher % means a stronger effect; one-dose inhibition, % at 20 µM; IC50 in µM for titrated hits; actives 0.09% (n = 64,000); in the data active means a potency from the dose series; inactive means the rest, 99 in 100 with inhibition below about 22%;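 further: plate controls were vehicle for no effect and reference inhibitor for full effect; many of its hits are not listed in these tables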
# Bfl-1 displacement: Bfl-1 inhibitors, primary screen, biochemical, fluorescence polarization, FITC-Bid, mouse (AID 432). FITC-Bid BH3 peptide fluorescence polarization displacement; higher % means a stronger effect. one-dose displacement, % at 20 µM; IC50 in µM for titrated hits. actives 0.02% (n = 64,000); in the data active means a potency from the dose series; inactive means the rest, 99 in 100 with displacement below about 15%; further: strong numbers were not always called active
# HT1080 viability: cytotoxicity in HT1080 fibrosarcoma cells, cell-based, fluorescence readout (AID 620) | HT1080 viability, fluorescence; higher % means a stronger effect | cytotoxicity, % at 10 µM; hits with a dose series show EC50 in µM | actives 0.42% (n = 87,000);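 further: cells exposed to compound overnight then 4 h with Alamar Blue; 0% = vehicle DMSO and 100% = killing control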
# Spn MK inh: blocks S. pneumoniae mevalonate kinase; purified MK, PK/LDH-coupled NADH absorbance 340 nm; actives 0.48% (n = 65,000); AID 555; inhibition, % at 10 µM;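 active means ranked among the strongest by inhibition in the single 10 µM screen, a fixed top-ranked set picked for dose follow-up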; further: no value below 0 was filed
# Spn PMK inh pilot replicates: further read-out of Spn PMK inh, marked with its call; inhibition, %; measured here: pilot screen replicates
# Spn MK inh pilot replicates: further read-out of Spn MK inh, marked with its call; inhibition, %; measured here: pilot screen replicates
# DPM-DC inhibit pilot screen %: recorded beside DPM-DC inhibit, whose call it bears; inhibition, %; measured here: pilot screen trials
# Starred values were filed as active, the others as inactive; i = inactive; / = no result given. Unless noted, no stated cut-off is given here; in the data, active means cytotoxicity above about 50%; inactive means the rest.
SMILES,HPDE-C7K KRASV12,LYP inhibition,DPM-DC inhibit,HPDE-C7 cytotoxicity,Spn PMK inh,TNAP inhibition,Bfl-1 displacement,HT1080 viability,Spn MK inh,others
CC(C)[C@H](NC(=O)Nc1ccc2c(c1)OCCO2)C(=O)O,-12%,8%,i,-20%,11,6%,-4%,6%,4,
CC(C)OC(=O)CSc1nnc(-c2ccco2)n1N,11%,/,i,11%,2,21%,8%,-2%,1,Spn PMK inh pilot replicates=5.5;Spn MK inh pilot replicates=0.0;DPM-DC inhibit pilot screen %=0.0
COc1cc(CN2CC(C)OC(C)C2)cc(OC)c1 (centres undefined),-7%,6%,i,-3%,0,9%,1%,-10%,45*,
COc1ccc(NC(=O)C2CCN(C(=O)NCc3ccccc3)CC2)cc1,-7%,10%,i,2%,17,7%,-2%,-4%,2,
CC(C)(C)C(=O)NC1CCN(S(=O)(=O)c2ccccc2F)CC1,5%,-1%,i,1%,11,7%,-4%,-7%,0,
O=c1[nH]c2c(c3c1CCCC3)CCCC2,6%,0%,i,8%,6,13%,-5%,0%,12,
CCc1cn([C@H]2C[C@H](O)[C@@H](CO)O2)c(=O)[nH]c1=O,-1%,22%,i,-29%,0,14%,-2%,0%,6,Spn PMK inh pilot replicates=0.0;Spn MK inh pilot replicates=2.0;DPM-DC inhibit pilot screen %=0.0
COC(=O)CN(C#N)c1nc(OC)nc(N(C)C)n1,11%,12%,i,11%,5,10%,3%,-7%,8,
Cc1ccc(-c2nn(C)c(=O)c3ccccc23)cc1CNC(=O)CSc1nc2ccccc2o1,-4%,3%,i,-7%,7,10%,-6%,23%,0,
Cc1ccc(S(=O)(=O)NC(C)C(c2cccs2)N2CCN(C)CC2)cc1 (centres undefined),/,26%,i,/,7,/,/,-24%,0,
CCCOc1ccc(CCN2CCC(=O)NC2=O)cc1C,1%,0%,i,-5%,3,9%,5%,/,9,
O=C(COC(=O)c1ccc(S(=O)(=O)N2CCCC2)cc1)NCc1ccccc1,-19%,10%,i,-7%,15,6%,-5%,-1%,11,
CC(C)c1nnc(NC(=O)C2CCN(c3nc4ccccc4s3)CC2)s1,8%,3%,i,-1%,18,12%,2%,21%,0,
O=C1CCCC(O)=C1C1C2=C(CCCC2=O)Oc2ccccc21 (centres undefined),-10%,-1%,i,-8%,4,14%,2%,-5%,6,
Cc1onc(-c2c(Cl)cccc2Cl)c1C(=O)Nc1ccc2c(c1)OCO2,7%,7%,i,-2%,28*,13%,-1%,/,9,
O=C(Nc1nnc(-c2ccc3c(c2)OCCO3)o1)c1ccc(Cc2ccccc2)cc1,10%,14%,/,22%,9,7%,-2%,6%,0,
c1ccc(NCc2nnc3n2CCCCC3)cc1,9%,4%,i,-2%,18,5%,-3%,2%,12,
CCN(CC)S(=O)(=O)c1ccc(NC(=O)c2ccccn2)cc1,11%,14%,i,-2%,9,9%,-3%,-3%,4,
C=CCOC(=O)C1CC=CCC1C(=O)Oc1ccc(F)cc1F (centres undefined),6%,4%,i,6%,11,10%,-2%,-6%,6,
Cc1ccsc1/C=N/n1cnc2sc(C)c(C)c2c1=O,0%,8%,i,2%,18,14%,-4%,-5%,3,
CC(C)CCn1c(SCC#N)nc2c(sc3ccccc32)c1=O,18%,2%,i,32%,18,12%,-5%,-2%,11,Spn PMK inh pilot replicates=1.5;Spn MK inh pilot replicates=2.0;DPM-DC inhibit pilot screen %=12
Cc1nccc2[nH]c(=O)c(C(=O)NCCCN(C)C3CCCCC3)cc12,-1%,/,i,-3%,11,3%,-5%,35%,0,
Cc1ccc(C(CCN)c2ccco2)cc1 (centres undefined),-15%,13%,i,-13%,3,1%,-2%,-1%,5,
O=C(O)C(Cc1c[nH]c2ccccc12)NS(=O)(=O)c1cccc2nsnc12 (centres undefined),5%,-1%,i,9%,8,12%,-1%,-8%,10,
CCCC(NC(=O)c1ccccc1)c1nc2ccccc2n1Cc1ccc(C(=O)OC)o1 (centres undefined),-6%,1%,i,0%,8,6%,-10%,17%,6,Spn PMK inh pilot replicates=2.5;Spn MK inh pilot replicates=0.0;DPM-DC inhibit pilot screen %=0.0
O=C(NC1CCCCC1)C1CCN(S(=O)(=O)c2cccc3cccnc23)CC1,-12%,10%,i,-35%,0,1%,-6%,5%,8,
O=C(O)CCN(CCC(=O)O)S(=O)(=O)c1ccccc1,-6%,-11%,i,-22%,7,14%,-3%,35%,0,
O=C(OC(C(=O)NCC1CCCO1)c1ccccc1F)c1ccco1 (centres undefined),9%,/,i,11%,1,9%,-10%,0%,14,
O=c1c2ccccc2nc(SCc2cn3ccsc3n2)n1-c1ccccc1F,28%,10%,i,21%,13,9%,2%,-1%,2,
O=C(CN(C1CC1)S(=O)(=O)c1ccc(S(=O)(=O)N2CCCCCC2)cc1)Nc1ccccc1,16%,-6%,i,7%,15,7%,-7%,31%,16,
COc1cccc(OC)c1C(=O)N1CCN(c2ccccn2)CC1,-3%,10%,i,2%,0,6%,0%,7%,2,
CC1CCCCN1C(=O)Cn1c(=O)n(CCC(=O)NCc2ccco2)c(=O)c2sccc21 (centres undefined),-5%,11%,i,-7%,15,13%,-6%,1%,2,
Cc1ccc(NCc2nnc(SCC(=O)c3ccccc3)n2Cc2ccco2)c(C)c1,34%,10%,i,36%,0,4%,-11%,-13%,5,
CCOC(=O)CN1CC23C=CC(O2)C(C(=O)N2CCN(c4ccc(F)cc4)CC2)C3C1=O (centres undefined),0%,13%,i,25%,0,9%,9%,-4%,1,
Cc1ccc(CS(=O)(=O)CCC(=O)NCc2ccccn2)cc1,-1%,/,i,-3%,19,0%,-7%,-3%,11,
Cc1ccc(OCC(=O)Nc2cccc(O)c2)cc1C,-9%,10%,i,-14%,3,-10%,10%,9%,3,
CCOc1ccc(C(=O)Nc2ccc(N3CCCC3)cc2)cc1,-5%,-1%,i,-2%,16,11%,-17%,6%,0,
O=S(=O)(Nc1nc2ccccc2nc1Nc1ccc2c(c1)OCCO2)c1cccs1,30%,-5%,i,19%,12,12%,-12%,4%,6,
CC1=C(C(=O)OCCOC(C)C)C(c2cc3c(cc2Br)OCO3)C2=C(CCCC2=O)N1 (centres undefined),39%,12%,i,-26%,12,-8%,15%,0%,3,Spn PMK inh pilot replicates=8.0;Spn MK inh pilot replicates=0.0;DPM-DC inhibit pilot screen %=9.0
Cc1nc(SCC(=O)CC(=O)OC(C)C)c(C#N)c(C)c1C,-4%,9%,i,-1%,2,5%,2%,7%,8,Spn PMK inh pilot replicates=0.5;Spn MK inh pilot replicates=0.0;DPM-DC inhibit pilot screen %=5.5
Cc1ccc2[nH]c3c(=O)n(CCCN4CCN(C)CC4)cnc3c2c1,-4%,3%,i,-10%,12,8%,-2%,-4%,10,Spn PMK inh pilot replicates=1.5;Spn MK inh pilot replicates=3.5;DPM-DC inhibit pilot screen %=16
CCn1cc(/C=N/O)c(C)n1,-1%,-5%,i,8%,0,18%,-3%,-7%,0,
COc1ccc(-c2nnc3ccc(SCC(N)=O)nn23)cc1OC,-8%,1%,i,-10%,10,7%,4%,1%,0,
CC(C)CCNC(=O)NC(=O)CSc1nnc(-c2ccccc2Br)o1,-3%,/,i,-16%,15,13%,2%,/,7,Spn PMK inh pilot replicates=0.0;Spn MK inh pilot replicates=0.5;DPM-DC inhibit pilot screen %=1.0
O=C(Nc1ccc(Nc2ccccc2)cc1)c1ccco1,67%*,16%,i,47%,0,18%,-1%,0%,13,
O=c1oc2ccccc2n1CCn1c2ccccc2c2nc3ccccc3nc21,15%,5%,i,18%,9.0*,14%,4%,5%,10,Spn PMK inh pilot replicates=11*;Spn MK inh pilot replicates=4.0;DPM-DC inhibit pilot screen %=14
O=C1CCCc2c1nc(-c1ccccc1)n2O,2%,3%,/,6%,0,9%,-2%,6%,93*,
Cc1nnc(N2CCOCC2)c2ccccc12,8%,2%,i,18%,0,12%,0%,16%,0,
CCOc1ccc(-c2nnc3sc(COc4ccccc4)nn23)cc1,-4%,/,i,8%,1,13%,-10%,5%,0,
CCOc1ccc(NC(=O)CN2CCN(CC(=O)Nc3ccc4c(c3)OCCO4)CC2)cc1,-6%,-4%,i,-3%,11,5%,-5%,-3%,0,

# Next structures follow:
SMILES,HPDE-C7K KRASV12,LYP inhibition,DPM-DC inhibit,HPDE-C7 cytotoxicity,Spn PMK inh,TNAP inhibition,Bfl-1 displacement,HT1080 viability,Spn MK inh,others
CCc1c(C)nc2ncnn2c1N1CCC(C(=O)N2CCN(c3ccc(F)cc3)CC2)CC1,7%,/,i,-2%,13,8%,-4%,-6%,0,
Nc1c(S(=O)(=O)c2ccccc2)c2nc3ccccc3nc2n1Cc1ccco1,24%,/,/,25%,7,17%,2%,0%,8,
CN(C)/C=N/c1c(C#N)cnn1-c1ccccc1,-4%,2%,i,-11%,1,7%,-6%,-11%,0,
CCc1c(C)nc2c(C#N)c(C)[nH]n2c1=O,4%,2%,i,-8%,12,9%,5%,7%,2,
COC(=O)c1ccc(NC(=O)Nc2ccc(F)cc2)cc1,10%,9%,i,10%,14,10%,3%,4%,0,
CC(=O)Nc1ccc(S(=O)(=O)N(C2=NCC(C)S2)c2ccccc2)cc1 (centres undefined),-5%,5%,i,-1%,12,6%,-1%,0%,7,Spn PMK inh pilot replicates=0.5;Spn MK inh pilot replicates=0.0;DPM-DC inhibit pilot screen %=4.5
COc1ccc2c(c1)C(=O)N(c1ccccc1OC)C(=O)C2,-8%,-11%,i,6%,23,8%,13%,6%,0,Spn PMK inh pilot replicates=0.5;Spn MK inh pilot replicates=0.0;DPM-DC inhibit pilot screen %=0.0
COC(=O)COc1ccc(S(=O)(=O)Nc2ccc(NC(C)=O)cc2)cc1,4%,-9%,i,-1%,2,-1%,0%,5%,4,
CC(=O)Nc1ccc(S(=O)(=O)Nc2c(C)n(C)n(-c3ccccc3)c2=O)cc1,-12%,-7%,i,-2%,16,2%,-2%,4%,4,
COc1cccc(C(=O)Cn2c(N3CCCCC3)nc3c2c(=O)n(C)c(=O)n3C)c1,-10%,6%,i,-6%,15,6%,-6%,6%,13,

# The closing two entries of the part above are carried over, then new ones follow.
SMILES,HPDE-C7K KRASV12,LYP inhibition,DPM-DC inhibit,HPDE-C7 cytotoxicity,Spn PMK inh,TNAP inhibition,Bfl-1 displacement,HT1080 viability,Spn MK inh,others
CC(=O)Nc1ccc(S(=O)(=O)Nc2c(C)n(C)n(-c3ccccc3)c2=O)cc1,-12%,-7%,i,-2%,16,2%,-2%,4%,4,
COc1cccc(C(=O)Cn2c(N3CCCCC3)nc3c2c(=O)n(C)c(=O)n3C)c1,-10%,6%,i,-6%,15,6%,-6%,6%,13,
COc1ccc(-n2c(SCC(=O)Nc3nccs3)nc3c(c2=O)SCC3)cc1,-12%,/,i,-16%,0,10%,-4%,0%,0,
COc1ccc(N2C(=O)CCC(C(=O)N(C)C3CCCCC3)C2c2ccc(OC)c(OC)c2)cc1 (centres undefined),-6%,1%,i,-10%,0,2%,3%,10%,7,
COCCCn1c2nc3ccccc3nc2c2c(=O)n(-c3ccccc3OC)c(C)nc21,4%,-20%,i,9%,6,6%,-4%,10%,8,
Cc1ccc(NC(=O)CN(C)S(=O)(=O)c2cccs2)cc1F,-8%,10%,i,-9%,0,7%,0%,/,0,

# Source: PubChem
